SENP6 inh – inhibitors of human SENP6 protease | Recombinant SENP6 catalytic domain, aminoluciferin luminescence | inhibition, % at 10 µM | 1.8% of 330,000 active;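 active = inhibition above about 50% at the single tested dose, limit read from the data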;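 note: plate controls were DMSO wells with enzyme for no effect and DMSO wells lacking enzyme for full effect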
Target sequence (Q9GZR1 628-1112 limits assumed): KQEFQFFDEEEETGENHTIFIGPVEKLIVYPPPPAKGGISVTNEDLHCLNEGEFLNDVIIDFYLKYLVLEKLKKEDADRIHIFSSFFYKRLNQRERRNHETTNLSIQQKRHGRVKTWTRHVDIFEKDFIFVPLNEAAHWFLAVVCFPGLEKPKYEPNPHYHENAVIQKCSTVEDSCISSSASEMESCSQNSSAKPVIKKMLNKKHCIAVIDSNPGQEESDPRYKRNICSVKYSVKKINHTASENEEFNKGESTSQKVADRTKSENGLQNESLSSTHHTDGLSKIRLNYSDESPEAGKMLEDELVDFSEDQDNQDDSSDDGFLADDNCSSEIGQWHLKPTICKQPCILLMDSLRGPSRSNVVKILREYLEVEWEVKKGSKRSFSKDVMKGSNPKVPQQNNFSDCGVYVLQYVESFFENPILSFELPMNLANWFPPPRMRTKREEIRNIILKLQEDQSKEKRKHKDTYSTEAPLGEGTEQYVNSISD
SENP8 block-1 – SENP8 (human) protease inhibition; Q96LD8; recombinant SENP8, Nedd8 substrate fluorescence; inhibition, % at 20 µM; 0.64% of 360,000 active; AID 602440; in the data active = inhibition mostly above about 40%, no sharp cut-off; inactive = mostly below about 27%
SENP7 block – SENP7 protease inhibition. Q9BQF6. recombinant SENP7, Z-RLRGG-aminoluciferin luminescence, 40 min. inhibition, % at 5 µM. AID 434973. 1.5% of 330,000 active;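 active = inhibition above about 50% at the single test dose, limit read from the data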;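 note: plate controls were DMSO with enzyme for no effect and no enzyme buffer wells for full effect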
Target sequence (Q9BQF6 706-1050 limits assumed): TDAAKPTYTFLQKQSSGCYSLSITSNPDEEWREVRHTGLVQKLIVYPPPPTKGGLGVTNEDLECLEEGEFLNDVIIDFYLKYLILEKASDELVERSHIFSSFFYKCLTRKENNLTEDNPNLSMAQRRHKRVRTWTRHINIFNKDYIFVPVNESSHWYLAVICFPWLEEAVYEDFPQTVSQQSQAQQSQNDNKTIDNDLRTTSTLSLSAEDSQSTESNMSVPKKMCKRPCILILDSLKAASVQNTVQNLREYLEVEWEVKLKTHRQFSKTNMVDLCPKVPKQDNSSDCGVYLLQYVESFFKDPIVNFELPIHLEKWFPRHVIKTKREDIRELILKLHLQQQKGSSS
A3G deaminase – blocks human APOBEC3G single-stranded DNA deamination. AID 493012. 0.28% of 330,000 active. recombinant A3G, ssDNA deamination FAM/TAMRA fluorescence. Q9HC16. inhibition, % at 20 µM;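 active = inhibition of at least 40% at 20 µM, with no more than 30% in the related APOBEC3A deaminase screen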;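 note: plate controls were DMSO wells with A3G for no effect and wells lacking A3G enzyme for full effect; some compounds called inactive have numbers as strong as hits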
Apaf1 inhib – blocks human Apaf-1 apoptosome activity. reconstituted apoptosome caspase-3 activity, DEVD-Rh110 fluorescence. AID 489030. inhibition, % at 20 µM. 0.71% of 330,000 active; active = inhibition of at least 40% at 20 µM;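 note: plate controls were DMSO wells for no effect and DEVD-CHO caspase inhibitor wells for full effect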
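Material: reconstituted apoptosome with Apaf-1, cytochrome c, caspase-9, procaspase-3, dATP / Buffer or medium: pH 7.5 Hepes buffer with CHAPS, BSA, DTT / Also added: cytochrome c with DEVD-Rh110 / Schedule: compound with Apaf-1, dATP, procaspase-3 30 min, then 50 min reaction, room temperature / Technique: rhodamine 110 fluorescence at Ex 480/Em 540 nm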
SENP1 inh – blocks the human SENP1 SUMO protease catalytic domain; Q9P0U3; recombinant SENP1 catalytic domain, CyPet-SUMO1-YPet FRET cleavage; inhibition, % at 10 µM; 0.21% of 360,000 active; AID 624204;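 active = inhibition at least 30% at 10 µM, raw YFP signal under a set limit, fluorescence ratio 0.5 to 1.5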;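 note: 0% = enzyme with DMSO and 100% = no enzyme wells; some results filed as inactive read as strong as hits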
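Test system: human SENP1 catalytic domain; medium: Tris pH 8 buffer plus EDTA, NaCl, BME, BSA, NP40, catalase; incubation: 50 min reaction at room temperature; technique: FRET, CFP and YFP emission; controls: no-enzyme low control and enzyme-plus-DMSO high control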
SENP8 block-2 – SENP8 protease inhibition; Q96LD8; purified SENP8, Z-RLRGG-aminoluciferin cleavage, luminescence; inhibition, % at 10 µM; 1.2% of 330,000 active; AID 2540; in the data active = inhibition above about 50%
UBC13 polyUb – human UBC13 polyubiquitination inhibition | 0.47% of 330,000 active | UBC13 polyubiquitin chain formation, TR-FRET | inhibition, % at 20 µM; in the data active = inhibition above about 45%, passing the limit was not always enough; inconclusive = no clear call, values can overlap the other calls
Target sequence (P61088 whole entry, looked up): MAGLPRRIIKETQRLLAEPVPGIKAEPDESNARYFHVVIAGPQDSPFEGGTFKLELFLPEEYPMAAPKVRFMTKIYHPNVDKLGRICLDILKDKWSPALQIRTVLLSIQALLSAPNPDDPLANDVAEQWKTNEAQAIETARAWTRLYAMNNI
* marks the source's active call; other numbers are inactive results; ? = inconclusive; nt = not tested or not shown; & = joins results of further samples.

Start of the data: the first 3 records (preview)
SMILES	SENP6 inh	SENP8 block-1	SENP7 block	A3G deaminase	Apaf1 inhib	SENP1 inh	SENP8 block-2	UBC13 polyUb
CCOC(=O)c1c(C)[nH]c(C(=O)Cn2nnc(-c3ccc(Cl)cc3)n2)c1C	4	10	-2	2	-2	0	0	-3
O=C(CCSCCc1ccccn1)Nc1c(F)c(F)c(F)c(F)c1F	-10	3	0	-6	4	0	-5	-9
CCOc1ccc(C(=O)CCC(=O)NNC(=O)c2ccncc2)cc1	-13	9	-11	-9	-4	1	-10	-1

All compounds of this part, previewed entries included:
SMILES	SENP6 inh	SENP8 block-1	SENP7 block	A3G deaminase	Apaf1 inhib	SENP1 inh	SENP8 block-2	UBC13 polyUb
CCOC(=O)c1c(C)[nH]c(C(=O)Cn2nnc(-c3ccc(Cl)cc3)n2)c1C	4	10	-2	2	-2	0	0	-3
O=C(CCSCCc1ccccn1)Nc1c(F)c(F)c(F)c(F)c1F	-10	3	0	-6	4	0	-5	-9
CCOc1ccc(C(=O)CCC(=O)NNC(=O)c2ccncc2)cc1	-13	9	-11	-9	-4	1	-10	-1
O=C(c1ccc(C(F)(F)F)cc1)C1CCCN(Cc2cccn2-c2ncccn2)C1 (configuration not stated)	6	-1	-1	-4	-10	-7	3	2
CC(C)c1ccc2oc(=O)cc(CN3CCN(c4ccc(F)cc4)CC3)c2c1	15	8	-2	0	17	-1	-3	-4
O=C(Nc1ccc2c(c1)CCCN2C(=O)c1cccs1)c1c(F)cccc1Cl	-13	4	9	-4	17	0	2	-4
CCOc1ccc(C(CC(=O)O)NC(=O)COc2ccccc2)cc1OC (configuration not stated)	-6	4	-5	-7	-9	1	-4	3
Cc1ccccc1NC(=S)NC(=O)c1cncc(Br)c1	-26	19	-5	-6	5	3	-13	6
Cc1cc(C(=O)OCC(=O)NCc2ccccc2Cl)c(C)o1	-5	-2	7	-9	1	-1	-1	15
Cc1c(C(=O)N(C)CCc2cnn(C)c2)oc2c(F)cccc12	1	7	6	-5	0	0	4	1
O=C(CN1CCCCC1)Nc1cccc(Cl)c1	2	13	0	-14	-6	0	-3	3
CC(C)CCNC(=O)C(c1ccc(O)cc1)N(Cc1ccco1)C(=O)CCC(=O)Nc1nccs1 (configuration not stated)	-18	11	5	-4	3	1	1	9
Cc1onc(-c2ccccc2Cl)c1C(=O)N1CC(C)CC(C)C1 (configuration not stated)	-6	11	-11	-1	-2	-1	-10	-8
CCCCOC(=O)CSc1nc2c(c(=O)[nH]c(=O)n2C)n1C/C=C(\C)Cl	-9	25	-4	-3	3	2	3	-1
c1ccc(CCn2nnnc2C(c2cccs2)N2CCN(Cc3ccc4c(c3)OCO4)CC2)cc1 (configuration not stated)	-2	12	5	4	20	1	2	7
COC(=O)CSc1nc(Cc2ccccc2)nc2ccccc12	-10	3	5	-6	3	0	0	16
COc1ccc(NC(=O)CC(c2ccccc2)c2ccco2)cc1 (configuration not stated)	10	2	-10	-10	-4	-2	-13	-7
Cc1ccc(C)c(OCCC(=O)NCCc2ccc(S(N)(=O)=O)cc2)c1	-2	-2	-7	-16	3	1	-9	1
CC(C)c1ccc2oc(=O)cc(CN3CCN(c4ccccc4)CC3)c2c1	4	12	9	-4	20	0	6	8
CC[N+](CC)(CC)CC(=O)Nc1ccc(SC(F)F)cc1	-10	2	0	10	-17	2	2	14
O=c1c([N+](=O)[O-])c(N2CCOCC2)c2ccccc2n1-c1ccccc1	0	10	-4	-7	6	0	-3	3
CCNS(=O)(=O)c1ccc(Br)c(C(=O)OC(C)C(=O)NCC2CCCCC2)c1 (configuration not stated)	-1	-13	8	-2	6	3	3	6
COc1ccc(CN2CCn3nc(C(=O)NC4CC4)cc3C2=O)cc1	1	5	3	-2	-4	1	4	-3
CCOc1ccc(N/C(SC)=C(/C#N)C(N)=O)cc1	-17	17	2	9	4	1	-2	7
COc1ccc(C)cc1S(=O)(=O)N1CCC2(CC1)OCCN2S(=O)(=O)c1ccccc1	-9	2	0	-3	19	1	19	4

Later entries:
SMILES	SENP6 inh	SENP8 block-1	SENP7 block	A3G deaminase	Apaf1 inhib	SENP1 inh	SENP8 block-2	UBC13 polyUb
CCOc1cccc(N2C(=O)CC(NNC(=O)c3ccc(Br)o3)C2=O)c1 (configuration not stated)	-10	21	12	-3	-8	2	-3	-12
O=C(O)CC1=C(O)C(=O)N(c2ccccc2)C1c1ccc(Br)cc1 (configuration not stated)	4	24	2	-7	-3	2	2	0
Cc1ccccc1OCC(=O)Nc1ccc(N2CCOCC2)cc1N1CCOCC1	5	18	1	-5	4	1	0	-1
COc1ccc(Cl)cc1N(CC(=O)Nc1ccc2c(c1)OCO2)S(C)(=O)=O	-6	-2	-4	3	5	2	-7	-16
Cc1cc(Cl)c(S(=O)(=O)N2CCN(c3ccc(F)cc3)CC2)cc1OCC(=O)NC1CCCCC1	3	16	5	-3	18	7	1	-4
COc1cc2nc(C3CCC3)n(NC(=O)C3CCC(OC)CC3)c(=O)c2cc1OC (configuration not stated)	-24	4	1	-5	-22	1	5	4
CCOC(=O)N1CCN(Cc2nc(-c3ccc(Cl)cc3)no2)CC1	-9	14	-7	1	7	1	-6	-2
COc1ccc(OC)c(CN2CCCC(CCC(=O)N(C)CCc3ccccn3)C2)c1 (configuration not stated)	-18	-13	-11	-7	9	-1	-6	4
O=C(CSc1nc2ccc(Cl)cc2[nH]1)NC1CCCC1	0	6	-5	-1	6	-1	-6	3
CCc1ccccc1NS(=O)(=O)c1ccc(OC)c2ncccc12	1	-2	-2	-5	2	1	12	2
COc1cc(CNC(C)(C)C)cc(Br)c1OCc1cccs1	-5	19	4	-7	-11	0	-7	4
Cc1ccc(S(=O)(=O)N2CCN(CC(=O)NC3CCCc4ccccc43)CC2)cc1C (configuration not stated)	0	10&8	5	-2	27	0&-1	-1	2
CCc1ccc(N2C(=O)CN(Cc3sccc3C)C2=S)cc1	23	20	4	1	5	2	0	2
CCN1CCN(CCCNC(=O)C2CCN(c3nnc(-n4cccc4)s3)CC2)CC1	-15	16	4	-5	13	0	-8	8
COc1ccc(N(C)S(=O)(=O)c2cccc(C(=O)Nc3cc(OC)ccc3OC)c2)cc1	14	7	4	-2	29	0	4	8
CC(=O)c1ccc(C(=O)NC2CC(C)(C)Cc3c2cnn3-c2ccccc2)cc1 (configuration not stated)	-2	1	9	4	12	2	-3	2
FC(F)(F)c1cccc(N2CCN(c3nnnn3-c3ccccc3)CC2)c1	-8	12	9	0	24	-2	1	4
Cn1c(C(=O)NCCc2ccccc2)cc(=O)n(C)c1=O	20	16	0	-2	-11	2	1	8
CN(C(=O)COC(=O)CNC(=O)c1sc2ccccc2c1Cl)C1CCS(=O)(=O)C1 (configuration not stated)	7	9	4	-3	2	0	-13	5
CCN(CC(=O)NCc1ccc(Cl)cc1)C(=O)CCC(=O)c1ccc(C)cc1	2	6	4	0	13	2	14	-5
CCC(NC(=O)CCC(=O)N1CCN(S(=O)(=O)c2ccc(C)cc2)CC1)c1ccc(C)cc1 (configuration not stated)	-14	9	3	-8	6	-3	1	5
Cc1cccnc1Nc1nc(-c2ccc(F)cc2)cs1	92*	27	93*	4	23	3	89*	4
O=C(O)c1cccc(-n2nc(-c3ccc(Cl)c([N+](=O)[O-])c3)c3ccccc3c2=O)c1	18	15	1	-7	12	-1	6	-5
C[C@H]1CC[C@H]2C(=O)N3[C@H](c4ccccc4Br)[C@@H](C)CC[C@H]3C(=O)N2[C@@H]1c1ccccc1Br	7	nt	5	-4	21	nt	4	-1
COc1ccc(C)cc1NC(=O)C1CCN(S(=O)(=O)c2cccc3cccnc23)CC1	-1	1	-5	-5	0	1	8	9

Some of the entries above, set out differently:
Every second line gives: SENP6 inh	SENP8 block-1	SENP7 block	A3G deaminase	Apaf1 inhib	SENP1 inh	SENP8 block-2	UBC13 polyUb
Cc1ccccc1OCC(=O)Nc1ccc(N2CCOCC2)cc1N1CCOCC1
  5	18	1	-5	4	1	0	-1
Cc1cccnc1Nc1nc(-c2ccc(F)cc2)cs1
  92*	27	93*	4	23	3	89*	4
O=C(O)CC1=C(O)C(=O)N(c2ccccc2)C1c1ccc(Br)cc1 (configuration not stated)
  4	24	2	-7	-3	2	2	0
COc1ccc(Cl)cc1N(CC(=O)Nc1ccc2c(c1)OCO2)S(C)(=O)=O
  -6	-2	-4	3	5	2	-7	-16
CCN1CCN(CCCNC(=O)C2CCN(c3nnc(-n4cccc4)s3)CC2)CC1
  -15	16	4	-5	13	0	-8	8
CCN(CC(=O)NCc1ccc(Cl)cc1)C(=O)CCC(=O)c1ccc(C)cc1
  2	6	4	0	13	2	14	-5

(further entries)
SMILES	SENP6 inh	SENP8 block-1	SENP7 block	A3G deaminase	Apaf1 inhib	SENP1 inh	SENP8 block-2	UBC13 polyUb
Cc1ccc(CS(=O)(=O)CCC(=O)NCc2ccccn2)cc1	8	15	2	-3	-4	0	4	0
CC(C)c1ccc(NC2CCCN(C(=O)c3ccc4nccnc4c3)C2)cc1 (configuration not stated)	-4	0	4	-3	0	2	4	0
Cc1ccccc1C(=O)NNC(=O)c1cc(S(=O)(=O)N2CCOCC2)ccc1C	3	6	0	-7	-5	-1	4	0
Cn1cccc1C(=O)OCC(=O)N1CC(=O)Nc2ccccc21	18	13	-1	0	-6	1	-3	-9
CCC(=O)NNc1ncnc2c1cnn2C	-6	3	0	-3	-10	0	3	17
O=C(COc1cccnc1[N+](=O)[O-])NCc1ccco1	6	6	-3	-9	-15	-2	-3	-1
OCc1cc(Br)ccc1OCc1nc2ccccc2s1	17	-7	15	-5	-10	-4	-7	-3
COCCNc1nnc(SC(C)C(=O)Nc2ccc(-c3nc4ccc(C)cc4s3)cc2)s1 (configuration not stated)	5	-438	-9	-8	11	-56	2	-6
CCc1cc(C(=O)Nc2cc(S(=O)(=O)N(C)C)ccc2C)sc1C	-6	11	-6	-2	2	1	-9	-18
O=C(O)CSc1ccc2ccccc2n1	-4	15	-5	-2	-3	0	1	?
COc1ccccc1C(=O)NCCNC(=O)c1ccco1	-2	9	-2	-2	2	3	-8	-4
COc1cccc(C2=NN(C(=O)c3ccc(C)o3)C(O)(C(F)(F)F)C2)c1 (configuration not stated)	4	8	6	-2	20	0	-3	4
Cc1ccccc1OCCNC(=O)/C=C/c1ccccc1	-1	5	6	2	6	-5	-1	6
O=C(CS(=O)c1ccc(F)cc1)N1CCOCC1 (configuration not stated)	5	16	5	-1	6	2	5	2
COc1ccc(-c2coc3cc(O)ccc3c2=O)cc1OC	10	-384	3	-6	-3	-1	-9	14
Cc1cc(C(=O)N/N=C2\CCCC(C)C2)n[nH]1 (configuration not stated)	2	5	-3	-6	-12	2	4	4
COCC(C)n1c(COc2ccccc2F)nnc1SCC(=O)Nc1oc(C)c2c(C)n[nH]c(=O)c12 (configuration not stated)	-2	0	-3	10	11	-7	-3	-11
COc1ccc(-c2nc(-c3ccccc3)[nH]c(=O)c2C#N)cc1	-17	-67	-9	-4	7	0	-4	11
O=C(CCCN=C1NS(=O)(=O)c2ccccc21)OCc1ccccc1	42	10	5	-14	-8	0	1	2
COc1ccc(C(=O)Nc2ccc(OCC(F)(F)C(F)F)c(C(F)(F)F)c2)cc1OC	19	23	12	0	9	1	-7	3
O=C1N=C(N2CCOCC2)S/C1=C\c1ccc(OS(=O)(=O)c2ccccc2)cc1	-12	3	-12	-3	8	20	-5	-29
CC(=O)NC1C(OCc2ccccc2)OC(COC(C)=O)C(OC(C)=O)C1OC(C)=O (configuration not stated)	-13	1	-8	-4	4	2	-7	-6
COCc1[nH]nc2c1C(c1ccnc3ccccc13)C(C#N)=C(N)O2 (configuration not stated)	1	10	-4	-8	-2	2	-11	-11
CCN(CC(=O)Nc1ccc(OC)cc1)CC(=O)N1CC(=O)Nc2ccccc21	-12	0	-5	-11	4	-1	-12	-3
